Source: PubChem (National Center for Advancing Translational Sciences (NCATS))
FLuc counter – inhibits or activates purified firefly luciferase, miR-21 counter-screen. 6.9% of 360,000 active. AID 588342. P08659. Potency, µM (top dose mostly 57.5 µM), for inactives: at the highest dose activity change, negative = inhibition, hits mostly inhibitors. purified FLuc, Km substrates, luminescence inhibition;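 further: potency means the concentration at half of the fitted maximal effect; plate controls were vehicle for no effect and reference inhibitor for full effect; nearly all actives have a fitted effect of over 55% in size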
Target sequence (P08659 whole entry, looked up): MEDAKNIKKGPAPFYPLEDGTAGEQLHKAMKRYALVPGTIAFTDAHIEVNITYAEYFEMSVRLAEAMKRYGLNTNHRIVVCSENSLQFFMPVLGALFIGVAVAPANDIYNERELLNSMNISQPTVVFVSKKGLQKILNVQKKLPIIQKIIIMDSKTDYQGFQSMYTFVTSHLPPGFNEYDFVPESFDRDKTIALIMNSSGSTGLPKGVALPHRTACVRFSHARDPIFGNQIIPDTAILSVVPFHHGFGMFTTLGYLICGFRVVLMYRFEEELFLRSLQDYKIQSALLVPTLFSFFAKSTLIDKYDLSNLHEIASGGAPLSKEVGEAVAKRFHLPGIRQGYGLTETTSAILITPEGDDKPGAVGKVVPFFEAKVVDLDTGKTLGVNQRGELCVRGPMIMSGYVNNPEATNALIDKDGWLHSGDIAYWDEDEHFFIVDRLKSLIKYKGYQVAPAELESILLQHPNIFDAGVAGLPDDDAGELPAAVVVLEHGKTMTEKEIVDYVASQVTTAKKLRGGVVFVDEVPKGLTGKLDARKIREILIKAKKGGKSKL
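Purified P. pyralis luciferase (10nM final) with 10uM D-luciferin and 10uM ATP (Km levels) in 50mM Tris acetate pH 7.5, 10mM Mg acetate, 0.01% Tween-20, 0.05% BSA; qHTS 6-point titration, ~60 µM downward; luminescence read.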
ELG1 genotoxic – inducers of genotoxicity in HEK293T ELG1-luciferase cells; Potency, µM (series often up to 46 µM), without a hit: at the highest dose activity change, positive = activation, usual class: activators; HEK293T ELG1-luciferase reporter, luminescence, 16 h; 1.3% of 330,000 active; further: potency means the concentration at half of the fitted maximal effect; % of control where 0% means no effect; nearly all actives have a fitted effect of over 60% in size
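HEK293T cells expressing luciferase-tagged ELG1 were exposed to compound or DMSO vehicle for 16 hr at 37 °C and 5% CO2. Luciferase activity was then measured with ONE-Glo after 30 min at room temperature.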
Tb PFK inh – blocks T. brucei phosphofructokinase | T. brucei PFK, ADP-Glo luminescence | Potency, µM (top dose mostly 57.5 µM), without a hit: at the top dose activity, negative = inhibition, actives largely listed as inhibitors | 0.17% of 330,000 active | AID 485367;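 further: potency means the concentration at half of the fitted maximal effect; 0% = uninhibited 1x PFK enzyme wells and -100% = no-enzyme wells; nearly all actives have a fitted effect of over 60% in size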
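1.25 nM PFK with 0.5 mM F6P and 0.1 mM ATP in 0.1 M TEA pH 8.0, 5 mM MgCl2, incubated 45 min at room temperature; ADP measured by ADP-Glo luminescence; compounds titrated up to 57 uM.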
RORg inh – inhibitors of mouse ROR gamma transcriptional activity; 5.4% of 310,000 active; Potency, µM (doses to about 53.6 µM), without a hit: at the top dose activity change, negative = inhibition, actives largely listed as inhibitors; Drosophila S2 Gal4-RORgamma UAS-luciferase reporter, 20 h; further: potency means the concentration at half of the fitted maximal effect; on the % scale 0 is the no-effect control and ±100 the full control effect; nearly all actives have a fitted effect of over 60% in size
Target sequence (P51450 whole entry, looked up, the tested form may be a part): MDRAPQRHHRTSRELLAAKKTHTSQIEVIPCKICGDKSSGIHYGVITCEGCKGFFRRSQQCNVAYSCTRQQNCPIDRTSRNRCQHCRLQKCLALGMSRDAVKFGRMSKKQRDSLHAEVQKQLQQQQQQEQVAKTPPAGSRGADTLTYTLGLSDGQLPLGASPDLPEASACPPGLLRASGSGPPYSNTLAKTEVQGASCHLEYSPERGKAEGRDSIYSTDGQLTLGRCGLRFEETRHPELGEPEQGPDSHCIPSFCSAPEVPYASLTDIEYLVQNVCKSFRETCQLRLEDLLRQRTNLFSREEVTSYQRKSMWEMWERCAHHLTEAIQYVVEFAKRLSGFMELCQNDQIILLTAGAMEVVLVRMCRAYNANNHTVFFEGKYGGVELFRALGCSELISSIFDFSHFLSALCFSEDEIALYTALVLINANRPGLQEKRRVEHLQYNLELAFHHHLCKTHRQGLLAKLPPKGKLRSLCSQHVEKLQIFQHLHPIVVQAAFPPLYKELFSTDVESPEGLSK
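Using a luciferase readout, inhibitors were identified by reduced reporter activity in Drosophila cells coexpressing a copper-inducible Gal4–ROR gamma fusion and UAS-driven Photinus luciferase, incubated 20 hr after 700 uM copper sulfate.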
Giardia kill – kills Giardia lamblia; 0.15% of 340,000 active; activity change, % at 7.66 µM, hits read low; AID 540267; Giardia lamblia trophozoite viability; in the data active means activity change below about -80%; inconclusive means between about -30% and that limit;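 further: parasites exposed to compound for two days anaerobically before the ATP read; on the % scale 0 is the no-effect control and ±100 the full control effect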
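Anaerobic 48 hrs incubation at 37 deg C of 100 trophozoites/well with test compounds; ATPLite 1-Step luminescence, 15-30 min RT, reports cellular ATP as viability.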
KCNH2 3.1 block – inhibitors of human KCNH2 3.1 potassium channel isoform. U2OS KCNH2 3.1, thallium flux FluxOr; hits give low values. activity change, % (tested at about 1.8 µM). 0.95% of 340,000 active. AID 720553;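 active means maximum activity change below -70%; inconclusive means maximum activity change from -70% to -50%; inactive means maximum activity change above -50%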;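 further: thallium influx rate constant from kinetic fluorescence after stimulation buffer; on the % scale 0 is the no-effect control and ±100 the full control effect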
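Normalized rate constant (relative to positive and negative DMSO controls) derived from a 2 min kinetic fluorescence read after stimulation; U2OS cells expressing the 3.1 isoform via virus at 1.77 x 10^8 /mL.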
Coupling enz – counter-screen for Giardia aldolase inhibitors: coupling enzyme system. AID 2472. coupling enzyme system counterscreen, AmpLite Red fluorescence. activity change, negative = inhibition, % at 58.2 µM, hits read low. 0.67% of 290,000 active; in the data active means activity change below about -30%; further: on the % scale 0 is the no-effect control and ±100 the full control effect
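Fluorescence at 525 nm excitation and 598 nm emission measured inhibition of the coupled detection system without aldolase. Compounds (at 57.5 uM final) were preincubated 10 min at room temperature with coupling enzyme reagent before a 20 min substrate/AmpLite Red step.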
Rab9 prom act – activates the Rab9 promoter; Huh7 Rab9 promoter-luciferase reporter, luminescence, 24 h; Potency, µM (doses to about 9.22 µM), inactives show top-dose activation, negative = inhibition, most hits filed as activators; 2.8% of 320,000 active; AID 485297; further: potency means the concentration at half of the fitted maximal effect; % of control where 0% means no effect; nearly all actives have a fitted effect of over 60% in size
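Using Huh7 cells stably transfected with Rab9 promoter–luciferase, compounds were incubated 24 h at 37 °C, 5% CO2; luciferase luminescence was read 10 min after reagent addition.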
uPA surface inh – blocks generation of uPA at the cell surface; 0.31% of 330,000 active; cell surface uPA generation assay, qHTS; Potency, µM (series often up to 38.3 µM), inactives show at the top dose activity change, negative = inhibition, most hits filed as inhibitors; active means well fitted inhibition curve with a large enough effect; inconclusive means small, poorly fitted or top-dose-only effect; inactive means no such curve, though single readings can be large or run the other way; tested in mouse RAW 264.7 cells; further: potency means the concentration at half of the fitted maximal effect; on the % scale 0 is the no-effect control and ±100 the full control effect; nearly all actives have a fitted effect of over 55% in size
NPC1 promoter act – NPC1 promoter activation; Huh7 NPC1 promoter luciferase reporter, 24 h; Potency, µM (top dose mostly 9.22 µM), for inactives: top-dose activation, actives largely listed as activators; 2.4% of 320,000 active; AID 485313;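 further: potency means the concentration at half of the fitted maximal effect; % of control where 0% means no effect; nearly all actives have a fitted effect of over 60% in size; reporter is driven by a mutant NPC1 promoter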
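Luciferase expression driven by the NPC1 promoter was measured in stably transfected Huh7 cells after a 24 h compound incubation, using a luciferase reagent and a luminescence read.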
VP16 counter – inhibits Gal4-VP16 luciferase reporter, ROR gamma counter-screen; Potency, µM (top dose mostly 53.6 µM), without a hit: top-dose activity, negative = inhibition, most hits filed as inhibitors; 3.5% of 310,000 active; Drosophila S2 Gal4-VP16 UAS-luciferase, luminescence, 20 h;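 further: Gal4-VP16 expression switched on by copper sulfate through the metallothionein promoter; potency means the concentration at half of the fitted maximal effect; on the % scale 0 is the no-effect control and ±100 the full control effect; nearly all actives have a fitted effect of over 50% in size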
* = called active by the depositor; ? = inconclusive; nt = not tested or not shown; & = joins results of further samples; [ ] = another dose, or the depositor's remark. Unless noted, the call rests on the fitted dose curve; in most records, active means well fitted curve in the direction sought with a large enough effect; inconclusive means small, poorly fitted or top-dose-only effect, or another doubt; inactive means no such curve, though single readings can be large; an effect the other way counts as inactive or inconclusive.

Start of the data: the first four entries, to show the layout:
cpd	molecule	FLuc counter	ELG1 genotoxic	Tb PFK inh	RORg inh	Giardia kill	KCNH2 3.1 block
1	O=C(CCCn1c(=S)[nH]c2cc3c(cc2c1=O)OCO3)NCc1cccc(Cl)c1	4%	-1%	-2%	13µM*	-15	-2
2	Cc1ccccc1Oc1ccc(S(=O)(=O)NCCC(=O)O)cc1	0%	-1%	-2%	28%	15	13
3	CC(=O)N1CCN(CC(O)COc2ccc(OCc3ccccc3)cc2)CC1 (stereo not given)	1%	0%	1%	3%	0	-27
4	CSc1ccccc1C(=O)C1CCCN(S(=O)(=O)c2c(C)noc2C)C1 (stereo not given)	-2%	-6%	-5%	-16%	12	14

cpd	Coupling enz	Rab9 prom act	uPA surface inh	NPC1 promoter act	VP16 counter
1	nt	1%	-3%	-4%	?
2	18	-6%	6%	1%	-17%
3	0	-4%	-2%	1%	1%
4	-2	-15%	nt	1%	-5%

This part in full, from the start:
cpd	molecule	FLuc counter	ELG1 genotoxic	Tb PFK inh	RORg inh	Giardia kill	KCNH2 3.1 block
1	O=C(CCCn1c(=S)[nH]c2cc3c(cc2c1=O)OCO3)NCc1cccc(Cl)c1	4%	-1%	-2%	13µM*	-15	-2
2	Cc1ccccc1Oc1ccc(S(=O)(=O)NCCC(=O)O)cc1	0%	-1%	-2%	28%	15	13
3	CC(=O)N1CCN(CC(O)COc2ccc(OCc3ccccc3)cc2)CC1 (stereo not given)	1%	0%	1%	3%	0	-27
4	CSc1ccccc1C(=O)C1CCCN(S(=O)(=O)c2c(C)noc2C)C1 (stereo not given)	-2%	-6%	-5%	-16%	12	14
5	Cc1ccc(CNC(=O)C2CCCN(c3nn4c(=O)cc(C)nc4s3)C2)cc1 (stereo not given)	-3%	-8%	-2%	-7%	-17	10
6	Cn1c(Br)nc2c1c(=O)n(CC(O)COc1ccccc1)c(=O)n2C (stereo not given)	0%	-8%	0%	9%	-14	0
7	O=C(N/N=C/c1ccc(OC(=O)c2ccccc2Cl)cc1)c1ccccn1	1.5µM*	8.2µM*	1%	-29%	13	-15
8	O=C(CSc1nc(O)c(C2CCCCC2)c(=O)[nH]1)Nc1ccc(F)cc1	4%	-3%	-4%	-18%	-2	-1
9	CCOC(=O)c1c(C)[nH]c(C)c1S(=O)(=O)N(C)CC(=O)Nc1cccc(C)n1	-3%	4%	-3%	-5%	13	-3
10	Cc1ccc(N(C(=O)CC2NC(=O)NC2=O)C2(C(=O)NC3CCCC3)CCCCC2)cc1 (stereo not given)	4%	-1%	-4%	-33%	-2	-1

cpd	Coupling enz	Rab9 prom act	uPA surface inh	NPC1 promoter act	VP16 counter
1	nt	1%	-3%	-4%	?
2	18	-6%	6%	1%	-17%
3	0	-4%	-2%	1%	1%
4	-2	-15%	nt	1%	-5%
5	0	3%	0%	-6%	0%
6	-14	-4%	0%	1%	-4%
7	0	?	-7%	2.8µM*	-4%
8	7	2%	-2%	-5%	2%
9	nt	2%	-3%	10%	?
10	0	-7%	0%	-4%	-5%

(list continues)
cpd	molecule	FLuc counter	ELG1 genotoxic	Tb PFK inh	RORg inh	Giardia kill	KCNH2 3.1 block
11	CC1(C)CC(n2c(NCCO)nc3c(c2=O)C2(CCCC2)Cc2ccccc2-3)CCO1 (stereo not given)	10%	-3%	-6%	-21%	-3	3
12	CC1CN(C(=O)c2ccc(S(=O)(=O)Nc3cccc(C(F)(F)F)c3)cc2)CC(C)O1 (stereo not given)	5%	-4%	-6%	nt	-7	7
13	Cn1cccc1/C=N/NC(=O)Cc1cccc2ccccc12	-15%	-2%	2%	?	-2	-23
14	CCCn1c(SCC(=O)NC2CCCCC2)nnc1-c1ccco1	-1%	-15%	2%	-1%	-6	1
15	CC1CCN(C(=O)CSc2nc3[nH]ncc3c(=O)[nH]2)CC1	-15%	1%	-9%	4%	-15	4
16	O=C(N/N=C/c1c[nH]c2ccccc12)c1cc(-c2cccc3ccccc23)n[nH]1	15µM*	-2%	0%	-45%	6	8
17	Nc1ccc2oc(-c3ccccc3Cl)cc(=O)c2c1O	6.7µM*	16µM*	-8%	-5%&-70%	4	nt
18	CC(NC(=O)c1ccc(S(=O)(=O)Nc2ccccc2)cc1)c1ccc(S(N)(=O)=O)cc1 (stereo not given)	0%	2%	4%	nt	13	12
19	O=C(NCC(c1ccco1)N1CCN(c2ccccc2)CC1)C(=O)NC1CCCCC1 (stereo not given)	-1%	18%	-1%	nt	7	6
20	CC(C)Nc1nc(NC(C)C)nc(OCCOC(=O)Nc2ccccc2)n1	?	?	-4%	?	6	3

cpd	Coupling enz	Rab9 prom act	uPA surface inh	NPC1 promoter act	VP16 counter
11	0	8%	5%	-3%	6%
12	nt	-1%	1%	-1%	nt
13	-2	-8%	-2%	-7%	14µM*
14	-2	-2%	2%	-1%	6%
15	1	8%	-2%	1%	-5%
16	2	-1%	-13%	-12%	?
17	4&-4	4µM*	?	3.2µM*	23%&26%
18	nt	5%	0%	5%	nt
19	nt	-5%	-2%	0%	nt
20	0	30%	nt	24%	17%

(next part)
cpd	molecule	FLuc counter	ELG1 genotoxic	Tb PFK inh	RORg inh	Giardia kill	KCNH2 3.1 block
21	O=C(CS(=O)(=O)c1c[nH]c2ccccc12)N1CCc2ccccc21	-16%	2%	1%	0%	-1	-1
22	CCC(C(=O)Nc1ccc2c(c1)OCCO2)c1ccccc1 (stereo not given)	-16%	7%	3%	5%	-12	-4
23	COc1cc(Cn2c(=O)c3c(OC)c(C)cnc3n(C)c2=O)cc(OC)c1	1%	2%	-18%	-1%	-14	7
24	CN1CCC(N(C)S(=O)(=O)c2ccc(C(C)(C)C)cc2)CC1	0%	-4%	0%	7%	6	5
25	COC(=O)COc1cccc2c(=O)n(CC(=O)Nc3ccc4c(c3)OCCO4)ccc12	5%	1%	6%	-2%	-6	-20
26	O=C(O)CCC(=O)Nc1ccc(S(=O)(=O)Nc2nccs2)cc1	-1%	2%	3%	-5%	6	2
27	O=C(O)CCCNS(=O)(=O)c1cccs1	2%	3%	4%	-23%	-12	2
28	COc1ccccc1-c1nnn(CC#N)n1	1%	-1%	-2%	1%	5	16
29	O=[N+]([O-])c1ccn(-c2nc(-c3ccccc3)cc(C(F)(F)F)n2)n1	1%	-18%	0%	0%	-5	14
30	COc1cc(/C=N/NC(=O)c2ccc(-n3cccc3)cc2)ccc1O	21µM*	0%	-2%	-27%	-9	-8

cpd	Coupling enz	Rab9 prom act	uPA surface inh	NPC1 promoter act	VP16 counter
21	-6	15%	17%	2%	?
22	-1	-4%	4%	0%	18%
23	nt	-4%	0%	0%	0%
24	8	-2%[1.84 µM]	8%	-1%	-6%
25	5	0%	-4%	-4%	-1%
26	4&2&3	2%	8%	0%	-3%
27	3	0%	5%	-1%	-6%
28	0	-8%	0%	-4%	6%
29	0	0%	-3%	1%	0%
30	0	-7%	-6%	-6%	-13%

Next records:
cpd	molecule	FLuc counter	ELG1 genotoxic	Tb PFK inh	RORg inh	Giardia kill	KCNH2 3.1 block
31	Cc1ccc(NC(=O)c2nc3nccc(C)n3n2)cc1S(=O)(=O)N1CCCCC1	nt	10%	3%	nt	9	0
32	COC(=O)C1(C(C[N+](=O)[O-])c2ccc(C)cc2)C(=O)NCC1c1ccco1 (stereo not given)	0%	-2%	3%	35%	18	0
33	CCC/C(O)=C1\C(=O)CC(C)(C)CC1=NCCO	-5%	1%	0%	23%	4	-14
34	CN(C)c1ccc(N/C=C/C(=O)c2ccccc2)cc1	0.27µM*	0.73µM*	-9%	5.6µM*	-5	10
35	Cc1ccsc1C(=O)N1CCN(C(=O)c2ccco2)CC1	4%	0%	-3%	nt	-25	-6
36	CCCSC1=C(C#N)C(c2cc(OC)ccc2OC)CC(=O)N1 (stereo not given)	2%	0%	0%	-12%	-7	-2
37	COc1ccc(C)cc1NC(=O)C1CC(=O)N(CCc2ccccc2)C1 (stereo not given)	-5%	-5%	2%	-2%	-1	-11
38	CS(=O)(=O)Nc1ccccc1C(=O)OCC(=O)N1CCC(c2ccccc2)=N1	-1%	1%	?	nt	3	-18
39	NS(=O)(=O)c1ccc(CCNC(=O)c2ccccc2F)cc1	2%	-5%	-1%	8%	1	8
40	O=[N+]([O-])c1cccc(-c2nnc3ccccn23)c1	5%	-2%	4%	1%	-14	11

cpd	Coupling enz	Rab9 prom act	uPA surface inh	NPC1 promoter act	VP16 counter
31	nt	nt	5%	nt	nt
32	-1	-1%	4%	0%	-13%
33	6	8%	-8%	1%	-3%
34	-21	3.2µM*	nt	2.8µM*	10µM*
35	nt	-3%	-5%	-4%	nt
36	0	1%	-11%	-3%	7%
37	7	4%	-2%	0%	-10%
38	nt	-9%	9%	2%	nt
39	2	-2%	nt	2%	-6%
40	3	-1%	-3%	-10%	-2%
